WRN helicase inh – inhibitors of human WRN helicase; Q14191; WRN helicase unwinding, fluorescent forked duplex, kinetic; Potency, µM (top dose mostly 114 µM), for the others: at the highest dose activity change, negative = inhibition, actives largely listed as inhibitors; hit rate 0.46% among 360,000; AID 651768; also: potency is read from the fitted curve at half-maximal effect; % is scaled to controls: 0 for no effect and ±100 for the full control effect; nearly all actives have a fitted effect of over 55% in size
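Screening of the MLSMR collection measured strand separation of a quenched forked DNA duplex (100 nM) by 20 nM WRN with 2 mM ATP, all final. Compounds were preincubated with enzyme 15 min at room temperature.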
IL-2 act – activators of IL-2. AID 652025. IL-2 activation reporter assay, cell-based qHTS; stimulated with anti-CD3/CD4/CD28 beads; in transgenic mouse T cells. hit rate 0.065% among 360,000. activation, % (series mostly up to about 46 µM); in the data active = activation above about 50%; inconclusive = mostly about 30% to 49%; also: 0% is about no effect
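Quantitative HTS in unstimulated transgenic mouse T cells, with memory T cells as non-tolerant control and PMA/ionomycin as tolerance-bypass control. Compound pretreatment lasted 60 minutes before 18 h bead stimulation; EGFP/DsRed fluorescence read.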
PI5P4Ka inh – blocks human PI5P4K alpha kinase activity. P48426. PI5P4Kalpha enzyme, ADP-Glo luminescence, 60 min; active compounds read low. max response, %. hit rate 1.2% among 330,000; active = max response of -50% or lower; inconclusive = between -30% and -50%; inactive = -30% or higher; also: value at the top dose of about 77 µM; % is scaled to controls: 0 for no effect and ±100 for the full control effect
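Quantitative HTS of the MLSMR library against PI5P4Kalpha with substrate. ATP added last at 5 microM final; room temperature, 60 minutes. Remaining ATP depleted, ADP converted and read as luminescence.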
CCT modulator – cytosolic chaperonin activity modulation | purified chaperonin ATPase assay, HTRF ADP detection, 30 min | activity change, % (test concentration not listed), hits read low | hit rate 0.3% among 360,000; in the data active = activity change below about -30%; also: % is scaled to controls: 0 for no effect and ±100 for the full control effect
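ATPase activity: ADP formed was measured by HTRF Transcreener (665/615 nm ratio) after 30 min at 37 deg C with 10 uM ATP. Compounds screened at one 76 uM concentration against 40 or 20 nM TRiC in Tris pH 7.4/KCl/MgCl2/DTT buffer.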
EPAC1 agonist – EPAC1 (human) agonism; O95398; EPAC1 agonist qHTS, biochemical assay; response scale: 100% = response to 6.5 mM cAMP; Potency, µM (titrated, usually from 154 µM), without a hit: at the top dose activation, usual class: activators; hit rate 0.073% among 360,000; also: potency is read from the fitted curve at half-maximal effect; nearly all actives have a fitted effect of over 60% in size
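EPAC1 100 nM, Rap1B–BODIPY-GDP 250 nM, unlabeled GDP 50 uM; compound titration; 5 min RT; kinetic read ex480/em540 at 5-min intervals ×30 min; data normalized to 6.5 mM cAMP agonist control.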
EPAC2 agonist – activates human EPAC2 exchange factor. Q8WZA2. EPAC2 activation, biochemical qHTS; response scale: 100% = 6.5 mM cAMP response. Potency, µM (titrated, usually from 154 µM), without a hit: top-dose activation, most hits filed as activators. hit rate 0.079% among 360,000. AID 720711; also: potency is read from the fitted curve at half-maximal effect; nearly all actives have a fitted effect of over 50% in size
Target sequence (Q8WZA2 whole entry, looked up): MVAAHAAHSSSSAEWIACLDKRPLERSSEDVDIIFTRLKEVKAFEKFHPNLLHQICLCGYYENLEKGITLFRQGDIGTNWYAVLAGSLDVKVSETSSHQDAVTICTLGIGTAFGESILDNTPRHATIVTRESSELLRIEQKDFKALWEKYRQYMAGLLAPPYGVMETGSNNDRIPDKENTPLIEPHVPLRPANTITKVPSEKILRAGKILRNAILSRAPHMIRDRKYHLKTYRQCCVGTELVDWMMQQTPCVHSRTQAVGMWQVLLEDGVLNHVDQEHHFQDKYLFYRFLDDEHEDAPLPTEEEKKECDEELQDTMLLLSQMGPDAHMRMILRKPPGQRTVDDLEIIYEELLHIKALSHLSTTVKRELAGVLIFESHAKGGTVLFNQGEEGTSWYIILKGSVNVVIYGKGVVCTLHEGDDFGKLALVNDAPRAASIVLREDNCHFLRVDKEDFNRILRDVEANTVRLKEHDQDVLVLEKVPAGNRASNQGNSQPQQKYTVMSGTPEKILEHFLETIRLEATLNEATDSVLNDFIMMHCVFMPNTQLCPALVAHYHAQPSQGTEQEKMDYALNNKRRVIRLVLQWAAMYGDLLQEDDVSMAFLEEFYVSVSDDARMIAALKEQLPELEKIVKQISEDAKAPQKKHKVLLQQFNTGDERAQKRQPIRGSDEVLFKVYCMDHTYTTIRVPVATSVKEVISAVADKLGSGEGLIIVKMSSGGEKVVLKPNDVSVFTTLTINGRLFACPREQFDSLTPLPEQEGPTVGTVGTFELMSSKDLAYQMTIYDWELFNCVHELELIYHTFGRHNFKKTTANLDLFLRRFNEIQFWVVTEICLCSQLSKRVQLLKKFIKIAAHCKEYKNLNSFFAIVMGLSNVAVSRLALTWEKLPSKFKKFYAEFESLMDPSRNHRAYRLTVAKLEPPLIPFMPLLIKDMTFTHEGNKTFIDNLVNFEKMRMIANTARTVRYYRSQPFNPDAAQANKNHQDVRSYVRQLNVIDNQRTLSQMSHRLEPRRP
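Compounds were added across a concentration range to EPAC2 (100 nM), RAP1B-BODIPY-GDP (250 nM) and GDP (50 uM). After 5 min at room temperature, fluorescence was recorded at 5-min intervals for 30 min.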
EPAC1 antag – antagonists of human EPAC1; EPAC1 GEF assay, Rap1b-BODIPY-GDP exchange fluorescence; Potency, µM (doses to about 115 µM), inactives show at the highest dose activity change, negative = inhibition, usual class: inhibitors; hit rate 0.14% among 360,000;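 also: potency is read from the fitted curve at half-maximal effect; plate controls were vehicle for no effect and positive control for full effect; nearly all actives have a fitted effect of over 50% in size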
PLK1 PBD block – PLK1 (human) polo-box domain binding inhibition; P53350; Plk1 PBD binding of FITC phosphopeptide, fluorescence polarization; Potency, µM, inactives show max response, negative = inhibition, most hits filed as inhibitors; hit rate 2.8% among 360,000; AID 720504; also: potency is read from the fitted curve at half-maximal effect; series mostly up to about 57 µM; % is scaled to controls: 0 for no effect and ±100 for the full control effect; nearly all actives have a fitted effect of over 65% in size
Starred values were filed as active, the others as inactive; ? = inconclusive; . = no result given; [ ] = dose if it differs, or a comment. Unless noted, calls follow the shape of the dose curve; as a rule, active = well fitted curve in the direction sought with a large enough effect; inconclusive = small, poorly fitted or top-dose-only effect, or another doubt; inactive = no such curve, though single readings can be large; an effect the other way counts as inactive or inconclusive. These rows are one share of the data, so the mix of outcomes need not match the whole.

SMILES | WRN helicase inh | IL-2 act | PI5P4Ka inh | CCT modulator | EPAC1 agonist | EPAC2 agonist | EPAC1 antag | PLK1 PBD block
O=C(C1=C(O)C(=O)N(CCN2CCOCC2)C1c1ccc([N+](=O)[O-])cc1)c1cc2ccccc2o1 (stereo not given) | -2% | 0.5 | 5 | 1.2 | -1% | 2% | -8% | -8%
CC1CCCCN1c1nnc(NC(=O)Cn2c(=O)oc3ccccc32)s1 (stereo not given) | 2% | 0.1 | -2 | -2.0 | 6% | 9% | -29% | -9%
S=C(Nc1ccc(N2CCOCC2)cc1)Nc1ccc2nc(-c3ccco3)c(-c3ccco3)nc2c1 | -35%[11.6 µM] | -0.5 | -78* | -6.7 | 5% | 18% | ? | ?
CCOC(=O)C1=C(C)N=C2SC(C)C(=O)N2C1c1ccccc1 (stereo not given) | -2% | -0.8 | -5 | 0.2 | -11% | -2% | -4% | 5%
Nc1nnn(CC(=O)N/N=C/c2ccncc2)n1 | 4% | 0.1 | -1 | 0.6 | 6% | 3% | -2% | 4%
CC[C@@H]1CN(C)[C@H]2Cc3c([nH]c4ccccc34)C(=O)C[C@@H]1[C@@H]2C(=O)OC | 4% | 0.0 | 4 | -3.0 | -23% | 5% | 17% | -2%
Cn1ncc2c1ncn1nc(CCc3ccccc3)nc21 | -3% | -2.7 | . | 1.7 | 8% | 4% | 6% | 1%
CCOc1ccc(C(=O)N2CCCC2C(=O)O)cc1 (stereo not given) | -12% | 1.0 | . | 1.9 | -4% | 3% | 18% | -2%
CC[C@]1(c2ccccc2OC)ON(c2ccccc2C(F)(F)F)C1=O | -5% | -0.6 | 21 | 0.3 | -21% | 2% | -2% | 2%
CCN(CC)C(=S)Nc1ccc([N+](=O)[O-])cc1 | 2% | 0.8 | 0 | 0.2 | 3% | -1% | 5% | -8%
CCCC1=[N+](CC(=O)c2ccc(C)cc2)CCn2cccc21 | -3% | 0.5 | 1 | -1.4 | 1% | 1% | -9% | -4%
CC1CCCCC1NC(=O)Cn1ncc2ccccc21 (stereo not given) | -8% | 0.4 | 9 | 0.7 | 0% | 2% | -7% | -13%
Cc1c(CCC(=O)O)c(=O)oc2cc3occ(-c4ccccc4)c3cc12 | ? | 5.5 | -12 | -4.0 | 1% | -9% | -23% | -5%
CC(C)NC(=O)CN1CCN(C(=O)CCl)CC1 | 6% | -2.8 | 2 | -3.2 | 13% | 11% | 6% | -17%
COc1cccc(C2(O)CCN(CC(=O)NCC3CC3)CC2)c1 | 3% | 0.3 | 0 | -2.0 | 4% | 10% | 16% | -9%
COc1ccc(NC(C)=O)cc1CNC(=O)COc1ccccc1C(=O)Nc1cccc(C)c1C | 10% | -2.8 | 2 | 0.4 | -6% | -3% | 10% | -4%
CC(=O)c1ccc(N2CCN(C(=O)c3ccc(NC(=O)C4CCCO4)cc3)CC2)cc1 (stereo not given) | 1% | -1.9 | 1 | 1.5 | 1% | 6% | -8% | 1%
O=C(COC(=O)c1cc(NS(=O)(=O)c2cccs2)ccc1O)Nc1cc(Cl)ccc1Cl | -14% | -0.1 | ? | 1.4 | 5% | 2% | -16% | -4%
Cc1ccc2nccc(C(=O)N3CCCC(N4CCN(c5ccc(F)cc5)CC4)C3)c2c1 (stereo not given) | -3% | 2.4 | -3 | -3.6 | 4% | -7% | -9% | -2%
O=C(Nc1cccc(C(=O)N2CCCC2)c1)c1ccccc1Cl | -7% | -1.3 | . | -4.0 | 3% | 12% | 6% | -5%
CC1Cc2nc(SCC(=O)NCCc3ccccc3)n(C)c(=O)c2S1 (stereo not given) | -6% | -0.8 | 3 | -0.3 | 6% | 15% | -9% | -16%
Cc1ccc(S(=O)(=O)NCc2cccnc2)cc1C(=O)NC1CCCCC1 | 3% | -5.0 | -5 | 2.8 | 2% | 7% | -5% | -8%
CCOC(=O)c1[nH]c(C(=O)O)c(CCN(CC)CC)c1C | -4% | 0.2 | . | -0.7 | 3% | 5% | -6% | -9%
Cc1cc(=O)oc(C)c1C(=O)NCCNC(=O)c1c(C)cc(=O)oc1C | 7% | 1.9 | 5 | -0.9 | 3% | -83%[15.6 µM] | 0% | -6%
O=C(N/C(=C\c1ccc(-c2ccccc2)o1)C(=O)N1CCOCC1)c1ccccc1 | ? | 1.0 | -20 | -13 | 5% | 13% | ? | 27µM*
CCCN1CCN(CCCNC(=O)c2ccc3c(=O)n(CCc4ccccc4)c(=O)[nH]c3c2)CC1 | 6% | -0.8 | 0 | -0.7 | 6% | 4% | -2% | 0%
Cc1ccc(-c2cc(C(=O)NCCc3ccc(S(N)(=O)=O)cc3)c3ccccc3n2)cc1 | 0% | -0.7 | -4 | 0.5 | 1% | 5% | -1% | -11%
O=CN1CCN(C(=O)Cc2ccc([N+](=O)[O-])cc2)CC1 | 1% | 1.0 | -6 | -1.1 | 7% | -5% | -2% | -10%
Cc1cccc(C(=O)OCC(=O)Nc2ccc(N3CCCCC3)cc2)c1O | 18%[57.1 µM] | -0.1 | -9 | -1.3 | -6% | 5% | 0% | -6%
N#Cc1cccc(C(=O)OCC(=O)c2ccc3c(c2)NC(=O)CO3)c1 | -3% | 0.0 | -14 | -0.1 | -6% | 0% | -8% | -11%
Nc1c(S(=O)(=O)c2ccccc2)c2nc3ccccc3nc2n1/N=C/c1cccc(O)c1 | -19% | 0.1 | -2 | -0.1 | -7% | 12% | 4% | -3%
CCOC(=O)C1CCN(CC(=O)Nc2cc(S(=O)(=O)N3CCCCC3)ccc2Cl)CC1 | 0% | -5.7 | -1 | 1.2 | 11% | 2% | 6% | -7%
N#CCSc1nc2ccccc2c(=O)n1-c1ccccc1 | -2% | -1.0 | 6 | -1.7 | 2% | 12% | -14% | -7%
Clc1ccc(OCc2nnc(-c3ccccc3Br)o2)c(Cl)c1 | -12% | 0.8 | . | -0.6 | 19% | 10% | -1% | -9%
COc1ccc(NC(=O)/C(=C/c2cccnc2)NC(=O)c2cccs2)cc1 | 5% | 0.4 | -3 | -0.9 | 6% | -6% | -17% | 7%
COC(=O)c1cc(NC(=O)c2cccs2)ccc1N1CCOCC1 | 0% | 0.6 | 7 | -2.2 | -1% | 2% | 3% | 27µM*
Cc1onc(-c2ccccc2)c1C(=O)NC1CCCCC1C (stereo not given) | 5% | -0.6 | 1 | -0.5 | 12% | 5% | -5% | 4%
CCCCn1c(=O)c(CCC(=O)OCC(=O)NC(C)c2ccccc2)nc2ccccc21 (stereo not given) | -28%[57.1 µM] | 0.6 | 0 | -2.1 | 6% | 6% | -4% | -15%
COC(=O)C1=C(C)NC(=O)NC1c1ccc2ccccc2c1 (stereo not given) | -23% | -0.1 | -2 | -0.7 | -2% | 5% | 4% | -5%
CCN=C1SC(CC(=O)NCc2ccccc2)C(=O)N1CC (stereo not given) | 2% | 1.0 | 1 | -2.4 | 4% | 3% | -17% | 2%
Cc1cccn2c(=O)c(/C=C(\C#N)C(N)=O)c(N3CCCCCC3)nc12 | 2% | -1.5 | 0 | -3.3 | 5% | 3% | -4% | -5%
O=c1c2nnn(Cc3ccccc3)c2ncn1C/C=C/c1ccccc1 | 3% | -2.3 | -4 | 1.3 | -5% | -1% | -5% | 7%
O=C(N/N=C/c1sc(=O)[nH]c1-[n+]1ccc2ccccc2c1)c1ccccc1[O-] | -5%[11.6 µM] | -0.4 | -17 | 1.3 | 19% | 0% | 16% | -28%
CCN1CCc2c(C#N)c(NCc3ccccc3)nc(N(CC)CC)c2C1 | -8% | -0.8 | -1 | -0.5 | 2% | 9% | -10% | -12%
COc1cc(F)ccc1S(=O)(=O)NCc1cccnc1 | 1% | -1.4 | 2 | 0.0 | 1% | 0% | -8% | 3%
CC(C)NC(=O)c1ccc2c(c1)N(CC(=O)N1CCOCC1)C(=O)C(C)(C)O2 | 2% | 1.6 | 2 | -0.5 | 9% | 3% | 10% | -1%
Cc1[nH]nc(SCC(=O)NC(C)c2ccccc2)c1[N+](=O)[O-] (stereo not given) | 4% | 0.1 | -6 | -1.6 | 2% | -10% | 2% | -11%
Cc1ccc(Nc2nc(N)nc(CN3CCN(Cc4ccc5c(c4)OCO5)CC3)n2)c(C)c1 | 4% | -2.8 | 0 | 1.4 | 2% | 0% | -2% | -7%

Compound profiles (already shown). Order of screens: WRN helicase inh	IL-2 act	PI5P4Ka inh	CCT modulator	EPAC1 agonist	EPAC2 agonist	EPAC1 antag	PLK1 PBD block
`CCOC(=O)C1=C(C)N=C2SC(C)C(=O)N2C1c1ccccc1` (stereo not given) reads -2%	-0.8	-5	0.2	-11%	-2%	-4%	5%
`Cc1cc(=O)oc(C)c1C(=O)NCCNC(=O)c1c(C)cc(=O)oc1C` reads 7%	1.9	5	-0.9	3%	-83%[15.6 µM]	0%	-6%
`Cc1[nH]nc(SCC(=O)NC(C)c2ccccc2)c1[N+](=O)[O-]` (stereo not given) reads 4%	0.1	-6	-1.6	2%	-10%	2%	-11%

Fetched one by one from the entries so far (2):
SMILES | WRN helicase inh | IL-2 act | PI5P4Ka inh | CCT modulator | EPAC1 agonist | EPAC2 agonist | EPAC1 antag | PLK1 PBD block
CCN=C1SC(CC(=O)NCc2ccccc2)C(=O)N1CC (stereo not given) | 2% | 1.0 | 1 | -2.4 | 4% | 3% | -17% | 2%
CCOC(=O)C1=C(C)N=C2SC(C)C(=O)N2C1c1ccccc1 (stereo not given) | -2% | -0.8 | -5 | 0.2 | -11% | -2% | -4% | 5%

Other entries:
SMILES | WRN helicase inh | IL-2 act | PI5P4Ka inh | CCT modulator | EPAC1 agonist | EPAC2 agonist | EPAC1 antag | PLK1 PBD block
N#C/C(C(=O)N1CCCC1)=C1/N=C(N)c2ccccc21 | 16% | -1.9 | -1 | -1.1 | 0% | 7% | 11% | -14%
CN(C)/C=C/C(=O)c1ccc2noc(-c3cccc(F)c3)c2c1 | -8% | 0.4 | -66* | -28 | -18% | 0% | 1% | -16%
O=C(CSc1ccccc1)Nc1cccc(S(=O)(=O)N2CCOCC2)c1 | -3% | -0.3 | 6 | 0.3 | 8% | 9% | -5% | 24µM*
CCN(CC1CCCO1)C(=O)c1cc(COc2cc(C)c(Cl)c(C)c2)on1 (stereo not given) | -29% | -1.3 | -13 | -1.8 | -1% | -2% | -15% | -3%
COc1cccc2oc(-c3ccco3)cc(=O)c12 | -4% | -1.8 | -1 | -2.0 | -14% | 1% | -7% | 21µM*
COCCNC(=O)C(C)N(c1ccc(Oc2ccccc2)cc1)S(C)(=O)=O (stereo not given) | 0% | 1.9 | -6 | -0.1 | -1% | 17% | 1% | -8%
Cc1ccc(OCC(=O)NC(=S)Nc2cccc(NC(=O)c3ccc(Cl)cc3Cl)c2)cc1 | -5% | 0.2 | 2 | 1.0 | 6% | 6% | -17% | -7%
COc1ccc(-c2nc(C#N)c(N3CCCCCC3)o2)cc1OC | -30% | -2.1 | . | -3.6 | -3% | 12% | 14% | 3%
